Vif inh = inhibitors of HIV Vif; hit rate 0.35% among 340,000; inhibition, % at 7.49 µM; HEK293T cells, Vif self-association by quenched fluorescence, imaging, 24 h; in the data active means inhibition above about 50%, passing the limit was not always enough; inconclusive means no clear call, values can overlap the other calls; inactive means below about 31%; further: some results filed as inactive read as strong as hits
EBV LMP1 NFkB = reduces LMP1-driven NF-kappaB luciferase signal; LMP1-induced NF-kappaB luciferase reporter cells, luminescence; inhibition, % at 12.5 µM; hit rate 0.69% among 350,000; AID 504558; in the data active means inhibition above about 41%; inconclusive means no clear call, values can overlap the other calls;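 further: 0% = neutral control wells and 100% = reference inhibitor control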
NR2F2 inh = blocks human COUP-TFII nuclear receptor. HEK293T NGFI-A luciferase reporter, luminescence. inhibition, % at 8.6 µM. hit rate 0.7% among 370,000;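 active means inhibition above a per-plate cutoff, mean inhibition of test wells between control levels plus 3 SD, cut at about 38% in these data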;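 further: cells cotransfected with COUP-TFII expression vector driving the NGFI-A reporter; 0% = median of COUP-TF2 test wells and 100% = reporter-only cells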
Target sequence (P24468 whole entry, looked up): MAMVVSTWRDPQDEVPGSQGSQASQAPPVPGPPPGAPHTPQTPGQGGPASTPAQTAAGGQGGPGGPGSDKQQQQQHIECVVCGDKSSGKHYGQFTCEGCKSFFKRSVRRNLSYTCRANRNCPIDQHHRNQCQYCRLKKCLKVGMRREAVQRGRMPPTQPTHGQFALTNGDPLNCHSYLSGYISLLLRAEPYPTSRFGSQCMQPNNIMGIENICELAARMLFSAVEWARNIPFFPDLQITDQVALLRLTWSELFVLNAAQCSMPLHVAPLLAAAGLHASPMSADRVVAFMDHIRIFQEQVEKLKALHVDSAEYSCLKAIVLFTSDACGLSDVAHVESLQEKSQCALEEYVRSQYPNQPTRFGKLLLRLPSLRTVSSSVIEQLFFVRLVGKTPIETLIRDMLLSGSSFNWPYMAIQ
TLR9-MyD88 block = blocks human TLR9 binding to MyD88 | CHO BLA complementation TLR9-MyD88, CCF4 FRET ratio | inhibition, % at 4.98 µM | hit rate 0.21% among 340,000 | AID 504734;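 active means inhibition above the mean over all tested compounds plus 3 SD, cut at about 21% in these data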;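 further: 0% = DMSO only wells and 100% = clavulanate BLA inhibitor control wells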
SRC2 inh = human SRC2 (NCOA2) inhibition; HEK293 GAL4-SRC2 luciferase reporter, luminescence; inhibition, % at 9 µM; Q15596; hit rate 0.17% among 370,000;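 active means inhibition above the mean inhibition of all tested compounds plus 3 SD, set per campaign, cut at about 52% in these data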;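 further: 0% = DMSO treated cells and 100% = cells given Gossypol at 36 µM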
SRC3 inh = inhibitors of human steroid receptor coactivator 3 (SRC3); Q9Y6Q9; HEK293 GAL4-SRC3 luciferase reporter, luminescence; inhibition, % at 3.6 µM; hit rate 0.17% among 360,000; AID 588352;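 active means inhibition above a per-campaign cutoff, the mean of all compounds plus 3 SD, cut at about 60% in these data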;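 further: 0% = DMSO-treated cells and 100% = gossypol-treated cells at 36 µM; higher means less SRC3-driven luciferase light from the GAL4 reporter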
NCOA1 inh = inhibitors of human steroid receptor coactivator 1 (SRC1); HEK293 GAL4-SRC1 luciferase reporter, luminescence; inhibition, % at 3.6 µM; hit rate 0.12% among 360,000;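 active means inhibition above the campaign mean plus 3 SD, with each screening campaign given its own cutoff, cut at about 60% in these data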;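 further: 0% = DMSO treated cells and 100% = gossypol at 36 µM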
NOD2 RIPK2 PPI = inhibitors of human NOD2-RIPK2 interaction; O43353; CHO BLA complementation NOD2-RIPK2, CCF4 ratio; inhibition, % at 4.98 µM; hit rate 0.38% among 360,000; AID 624267; in the data active means inhibition above about 21%;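 further: 0% = vehicle only and 100% = reference blocker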
Target sequence (O43353 whole entry, looked up): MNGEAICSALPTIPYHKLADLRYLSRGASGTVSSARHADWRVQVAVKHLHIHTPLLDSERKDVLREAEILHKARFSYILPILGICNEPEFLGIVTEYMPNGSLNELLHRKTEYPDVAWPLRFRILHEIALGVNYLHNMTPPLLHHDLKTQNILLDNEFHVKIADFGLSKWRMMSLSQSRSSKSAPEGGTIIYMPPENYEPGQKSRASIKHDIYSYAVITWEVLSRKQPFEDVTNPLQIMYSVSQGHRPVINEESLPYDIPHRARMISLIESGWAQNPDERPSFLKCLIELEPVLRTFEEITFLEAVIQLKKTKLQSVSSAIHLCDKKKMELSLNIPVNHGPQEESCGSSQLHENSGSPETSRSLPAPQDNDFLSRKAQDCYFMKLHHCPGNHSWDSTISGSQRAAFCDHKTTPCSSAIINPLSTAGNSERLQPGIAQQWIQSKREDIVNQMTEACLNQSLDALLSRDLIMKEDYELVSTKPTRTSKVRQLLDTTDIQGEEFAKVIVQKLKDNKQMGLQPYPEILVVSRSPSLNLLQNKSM
C8 TRAIL sens = caspase-8 TRAIL sensitization | NB7+C8 cells + TRAIL, ATPlite viability luminescence | inhibition (viability loss, TRAIL sensitization), % at 10 µM | hit rate 1% among 360,000;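 active means compounds causing at least 50% loss of cell viability in the single-dose screen, relative to plate controls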
LRH-1 inv ag = suppresses constitutive activity of human LRH-1 | O00482 | HEK293T StAR-luciferase reporter, LRH-1 transfected, 24 h | inhibition, % at 3.6 µM | hit rate 0.13% among 360,000;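 active means inhibition above the mean inhibition of all tested compounds plus 3 SD, cut at about 73% in these data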;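 further: 0% = DMSO wells and 100% = reporter-only cells lacking LRH-1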
TROY signal inh = inhibitors of TROY-dependent NF-kB signaling; Q293 LMP1-TROYcd NF-kB luciferase reporter, 4 h; inhibition, % at 10 µM; hit rate 0.98% among 360,000;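 active means compounds whose plate-normalised and pattern-corrected inhibition of the luciferase reporter signal at the single screening dose is 50% or more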
Active calls of the source: *; ? = inconclusive; / = no result given; & = joins results of further samples. Some of the compounds tested. The share of hits here may be higher or lower than overall.

mol	Vif inh	C8 TRAIL sens	NOD2 RIPK2 PPI	TLR9-MyD88 block	SRC2 inh	LRH-1 inv ag	SRC3 inh	EBV LMP1 NFkB	NR2F2 inh	TROY signal inh	NCOA1 inh
O=C(COC(=O)c1ccc2ncsc2c1)Nc1ccc(Cl)cc1	5	12	1	4	-13	10	-11	-14	-2	-17	-30
COc1ccc(CCNC(=O)CC2Nc3ccccc3NC2=O)cc1 (centres undefined)	-3	9	-2	-5	-6	8	14	-2	3	-27	-10
Cc1ccc(S(=O)(=O)NN2C(=O)c3ccccc3NC2c2ccco2)cc1 (centres undefined)	0	29	-2	/	-16	3	-1	2	-4	3	1
O=C(NNc1ccc([N+](=O)[O-])cc1)c1ccccc1Cl	1	0	-2	-4	-3	-8	-11	-8	-3	-37	-4
CCSc1nnnn1-c1ccccc1	?	-1	4	2	-17	31	15	-4	13	6	4
Cc1ccccc1C(=O)NCC(=O)NNC(=O)c1cccc(Cl)c1	32	-2	2	-2	-32	-9	22	3	-10	-10	0
CCOc1ccccc1NC(=O)CN1C(=O)C(=O)N(Cc2ccco2)C1=O	-4	-11	10	17	6	-27	-7	-7	9	9	-15
CCCN(CCC)CCCNC(=O)Cn1cnc2sc(C)c(S(=O)(=O)N3CCCCC3)c2c1=O	7	-15	-8	6	-4	10	-3	-2	-20	-17	2
CSc1nc2sccc2c(=O)[nH]1	1	-8	-3	-11	-11	-20	4	9	5	0	2
N/C(Cn1cncn1)=N\NC(=O)C(=O)Nc1ccccc1	4	10	-13	3	-14	-2	-17	-7	-8	-4	-25
COC(=O)c1cc(S(=O)(=O)N2CCCCCC2)c[nH]1	-13	-9	-1	11	/	9	2	2	/	2	10
COc1cccc(C(C)NC(=S)NCc2ccc(F)cc2)c1 (centres undefined)	-6	-12	-10	-8	21	-16	0	-1	-14	18	-4
CCOc1ccc(C(=O)OC2CCN(C)CC2)cc1	6	-2	-5	-11	-15	0	-4	-7	11	-45	-16
CC12CCC(=O)N1C(C(=O)Nc1nc3c(F)cc(F)cc3s1)CS2 (centres undefined)	-6	6	-3	-8	1	-9	1	-24	-16	-29	4
c1coc(CNc2nc(-c3cccs3)cs2)c1	9	-8	-1	-4	-36	-57	-17	-17	-6	-26	-46
CCOC(=O)C1(CCOC)CCN(Cc2nc(-c3cccs3)oc2C)CC1	-1	-2	9	2	22	15	12	3	17	-2	-7
Cc1ccccc1OCC(=O)N/N=C/c1ccc(N(C)C)cc1	2	-2	-2	-1	-19	-17	-2	0	1	-37	-9
Cc1ccc(-c2cc(=O)c3ccc(Cl)cc3[nH]2)cc1	23	-8	-2	-1	11	18	-11	2	6	-24	-31
Cc1nn(C(C)(C)C)c(NC(=O)c2ccc(Cl)cc2Cl)c1Br	-4	-5	-1	/	-21	6	-6	14	-21	-21	14
C/C=C(\C)C(=O)OC1CC(C)(C)C[C@H]2C3=CC[C@@H]4[C@@]5(C)CCC(O[C@@H]6O[C@@H](C(=O)O)[C@@H](O)C(O[C@@H]7OC[C@H](O)[C@@H](O)[C@@H]7O[C@@H]7OC(CO)C(O)[C@@H](O)[C@@H]7O)C6O[C@@H]6OC(CO)C(O)C(O)C6O)[C@@](C)(CO)[C@@H]5CC[C@]4(C)[C@]3(C)CC(O)[C@@]12CO (some centres undefined)	1	14	-8	-2	2	-8	6	8	-3	-13	-3

Seven entries out of the list, sorted by SMILES length, low to high:
mol	Vif inh	C8 TRAIL sens	NOD2 RIPK2 PPI	TLR9-MyD88 block	SRC2 inh	LRH-1 inv ag	SRC3 inh	EBV LMP1 NFkB	NR2F2 inh	TROY signal inh	NCOA1 inh
COc1cccc(C(C)NC(=S)NCc2ccc(F)cc2)c1 (centres undefined)	-6	-12	-10	-8	21	-16	0	-1	-14	18	-4
N/C(Cn1cncn1)=N\NC(=O)C(=O)Nc1ccccc1	4	10	-13	3	-14	-2	-17	-7	-8	-4	-25
Cc1ccccc1OCC(=O)N/N=C/c1ccc(N(C)C)cc1	2	-2	-2	-1	-19	-17	-2	0	1	-37	-9
O=C(NNc1ccc([N+](=O)[O-])cc1)c1ccccc1Cl	1	0	-2	-4	-3	-8	-11	-8	-3	-37	-4
Cc1ccccc1C(=O)NCC(=O)NNC(=O)c1cccc(Cl)c1	32	-2	2	-2	-32	-9	22	3	-10	-10	0
Cc1ccc(S(=O)(=O)NN2C(=O)c3ccccc3NC2c2ccco2)cc1 (centres undefined)	0	29	-2	/	-16	3	-1	2	-4	3	1
CCCN(CCC)CCCNC(=O)Cn1cnc2sc(C)c(S(=O)(=O)N3CCCCC3)c2c1=O	7	-15	-8	6	-4	10	-3	-2	-20	-17	2

Remaining list, next part:
mol	Vif inh	C8 TRAIL sens	NOD2 RIPK2 PPI	TLR9-MyD88 block	SRC2 inh	LRH-1 inv ag	SRC3 inh	EBV LMP1 NFkB	NR2F2 inh	TROY signal inh	NCOA1 inh
CCC(=O)Nc1cccc(NC(=O)c2ccccc2Cl)c1	-3	1	-2	10	-2	5	14	-33	11	-11	-6
COc1cc2c(cc1OC)C(C)N(C(=O)Nc1cc(C)cc(C)c1)CC2 (centres undefined)	-3	23	-4	-9	10	12	4	4	8	13	13
COC(=O)c1cc(O)c(O)c(O)c1	/	7	2	8	-18	18	-6	-3	9	-3	-1
O=S(=O)(NC1CCc2ccccc21)c1ccccc1 (centres undefined)	2	14	-4	-10	25	12	-5	6	6	-17	2
CC1CCCC(NC(=O)Nc2cccs2)C1C (centres undefined)	27	-23	-7	4	-2	3	-5	-3	-3	-5	-6
COc1ccccc1-c1coc2c(CN(C)C)c(O)ccc2c1=O	15	-4	-5	13	-18	1	-2	-7	12	0	0
N#CCC(=O)Nc1ccc(C(=O)OCC(=O)c2ccc3c(c2)OCCO3)cc1	7	-5	-11	-5	-9	16	-5	-6	-24	3	-20
O=S(=O)(Cc1ccccc1)NCCc1cccc(Cl)c1	-4	-6	-16	-1	-21	4	-5	-3	8	-3	15
CCOC(=O)CSc1nc2cc(C(=O)N3CCC(C(N)=O)CC3)ccc2c(=O)n1-c1ccccc1	-1	1	-3	0	/	25	-1	1	/	15	-7
Cc1cccc(NS(=O)(=O)c2cccc(C(=O)NCCCN3CCCC3=O)c2)c1	-2	-10	7	0	-1	-8	-12	6	5	19	6
CC(C)C1C(=O)N(Cc2cn(CCC3OCCO3)nn2)CCS(=O)(=O)N1Cc1ccc(-c2ccccc2Cl)cc1 (centres undefined)	-12	6	-3	/	-15	-11	23	/	7	31	-3
Cc1ccc(C(=O)N2CC3(C(C)C)CN(C(=O)c4ccc(C)cc4)CC(C(C)C)(C2)C3=O)cc1	1&-2	-6	-13	-10	-20	-8	1	-8	-13	-18	-2
Cc1c(Cl)cccc1NC(=S)N(CCN(C)C)C(C)c1ccco1 (centres undefined)	12	-4	-18	6	-4	2	4	8	12	12	-6
N#Cc1ccsc1NC(=O)C1CCN(S(=O)(=O)c2cccs2)CC1	-6	19	7	4	-3	-7	18	-7	-5	13	17
COc1ccc(C(=O)Nc2ccncc2)cc1OC	8	-12	-4	-2	3	13	11	4	-4	1	-3
COc1ccc(C)cc1S(=O)(=O)N1CCN(C(=O)c2ncoc2-c2cccc(C)c2)CC1	28	-3	-6	-3	-16	17	-2	-6	8	7	-14
CNc1nc(NCc2ccccc2)nc(N)c1[N+](=O)[O-]	8	3	-3	-16	-14	1	6	11	-25	6	-1
Cc1cccc(NS(=O)(=O)Cc2ccccc2)c1C	6	2	-10	-5	-10	-3	-21	1	6	2	-26
CC(C)(C)NC(=O)c1ccc(COc2ccc(Cl)cc2Cl)o1	-14	1	2	-7	10	-14	2	15	26	-2	1
Cc1cccc(N(CC(=O)Nc2c(C)n(C)n(-c3ccccc3)c2=O)S(C)(=O)=O)c1	-29	-12	-7	9	-11	11	-8	17	7	8	-4
CCN(CCO)c1nc(N2CCCCC2)c2cnn(C)c2n1	-2	8	-6	-1	24	15	13	-14	-2	-3	2
COC(=O)Cc1csc(NC(=O)CSc2nncn2C)n1	18	-14	1	/	-8	4	-3	/	5	-15	11
COc1ccc(-c2noc3c2-c2nc(-c4ccccc4Cl)sc2CC3)cc1	-6	10	-29	-4	5	-1	7	-2	7	-36	2
O=C1c2ccccc2NC(c2ccc(O)cc2)N1/N=C/c1ccc(O)cc1 (centres undefined)	7	9	-3	1	-70	-88	-33	-11	-28	-70	-48
COc1cccc2cc3c(=O)oc4ccccc4c3nc12	9	20	-7	-7	-7	-8	-41	1	-8	-59	3
N#CCCN(C(=O)COC(=O)CCc1nc2ccccc2c(=O)[nH]1)c1ccc(F)cc1	-6	0	-9	6	-32	3	6	6	8	-2	5
O=C(Cn1cnc2ccccc21)N/N=C/c1cccs1	-2	0	-20	8	2	-6	13	8	-4	-6	-21
OC(COc1ccc(CN2CCCCO2)cc1)CN1CCCCC1 (centres undefined)	-4	3	-4	-15	-24	-5	0	-2	10	12	-87
Cc1csc(NC(=O)CSc2nncs2)n1	-1	-17	1	2	-40	8	0	-7	-2	-36	-33
Cc1nc2ncnn2c(C)c1CCC(=O)NCc1ccco1	8	-5	-6	1	1	18	3	-2	13	-3	-4
Cc1ccnc(NC(=O)c2cc3c(=O)oc4ccc(C)cc4c3s2)c1	-2	4	-6	6	2	2	0	-4	6	-15	1
CCn1c(CNc2ccc(Cl)cc2)nnc1SCC(=O)NCc1ccccc1	-1	-11	-7	-14	-13	-13	11	-9	15	6	-11
CCn1nc(C)c(CNC(=O)C2CCC(=O)N(Cc3ccc(Cl)cc3)C2)c1C (centres undefined)	-4	-8	-7	-1	-17	-6	-5	1	-3	4	2
Cn1c(SCC(=O)Nc2ccc3c(c2)OCCO3)nnc1-c1ccco1	4	-1	-2	-10	-18	12	15	25	-2	-2	-4
CCc1ccc(C(=O)COc2ccc(NC(C)=O)cc2)cc1	-5	-15	-1	6	-37	-13	-13	-8	-3	-41	-15
CC(=O)N1CC2(c3ccccc3)CN(C(C)=O)CC(c3ccccc3)(C1)C2=O	1	1	1	-10	4	18	13	-5	24	4	10
